OX1R FRET antag – antagonists of human orexin 1 receptor (OX1R). inhibition, % at 6.6 µM. OX1R-expressing cells, FRET antagonist read-out. hit rate 1.8% among 330,000. AID 485270; in the data active = inhibition mostly above about 38%, no sharp cut-off; inactive = mostly below about 40%;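 note: 0% = agonist challenge alone and 100% = reference antagonist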
Target sequence (O43613 whole entry, looked up): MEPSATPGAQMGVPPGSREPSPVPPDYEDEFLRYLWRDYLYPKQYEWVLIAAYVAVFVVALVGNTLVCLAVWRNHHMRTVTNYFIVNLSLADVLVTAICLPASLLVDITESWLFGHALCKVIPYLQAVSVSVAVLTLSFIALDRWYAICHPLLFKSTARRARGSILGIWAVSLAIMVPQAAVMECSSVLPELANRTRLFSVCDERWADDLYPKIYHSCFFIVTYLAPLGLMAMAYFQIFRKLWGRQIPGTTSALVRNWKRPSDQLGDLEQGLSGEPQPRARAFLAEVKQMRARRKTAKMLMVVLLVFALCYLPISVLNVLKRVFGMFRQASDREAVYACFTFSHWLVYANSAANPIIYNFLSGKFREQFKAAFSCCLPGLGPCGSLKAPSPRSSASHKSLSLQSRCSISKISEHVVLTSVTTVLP
STK33 kinase inh – inhibitors of human STK33 kinase; Q9BYT3; AID 2661; purified STK33, MBP phosphorylation, ADP-Glo luminescence; hit rate 0.073% among 320,000; inhibition, % at 10 µM;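 active = inhibition at or above 25%, using the most active replicate where run in duplicate; inactive = inhibition below 25%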
Target sequence (Q9BYT3 whole entry, looked up): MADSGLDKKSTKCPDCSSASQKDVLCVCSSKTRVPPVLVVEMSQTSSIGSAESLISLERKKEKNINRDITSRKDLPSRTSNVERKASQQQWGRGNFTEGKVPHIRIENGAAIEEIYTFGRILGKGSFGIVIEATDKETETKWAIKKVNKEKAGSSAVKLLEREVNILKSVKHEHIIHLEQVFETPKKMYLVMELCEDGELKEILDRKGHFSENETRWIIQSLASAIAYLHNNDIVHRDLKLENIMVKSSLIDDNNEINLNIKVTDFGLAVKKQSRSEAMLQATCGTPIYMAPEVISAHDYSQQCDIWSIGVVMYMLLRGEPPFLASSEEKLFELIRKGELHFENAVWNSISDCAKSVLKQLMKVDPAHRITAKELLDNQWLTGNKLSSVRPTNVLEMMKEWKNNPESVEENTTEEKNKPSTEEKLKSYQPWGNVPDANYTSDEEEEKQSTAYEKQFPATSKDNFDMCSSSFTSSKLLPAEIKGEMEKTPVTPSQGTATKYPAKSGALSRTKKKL
Numbers without * were called inactive; nt = not tested or not shown.

Values run as follows: OX1R FRET antag | STK33 kinase inh
c1ccc(OCc2nn3c(Cn4nnc5ccccc54)nnc3s2)cc1
  9.2 | -2.0
COC(=O)c1ccc(NC(=O)CSc2nnc(-c3ccccc3Br)n2-c2ccccc2)cc1
  5.3 | -1.6
C/C(CC(=O)NC1CCCC1)=N\NC(=O)Cc1cccs1
  6.9 | -0.9
CC1CCCN(C/C(O)=C(\C#N)c2nc3ccccc3[nH]2)C1 (configuration not stated)
  13.4 | 1.8
N#C/C(=C/c1ccco1)C(N)=S
  17.6 | -1.4
CCOC(=O)c1sc(=NC(=O)c2ccc(S(=O)(=O)N3CC(C)OC(C)C3)cc2)n(C)c1C (configuration not stated)
  0.6 | -1.0
C/C(=N\Nc1ccc(C(=O)O)cc1)c1ccc2c(c1)Nc1ccccc1S2
  37.2 | 1.4
Cc1ccc(Cl)cc1N1CCN(C(=O)C2CCN(S(C)(=O)=O)CC2)CC1
  12.3 | 9.0
Cc1ccc(/C=C/C(=O)NN2CCN(C)CC2)cc1
  11.2 | -0.9
CC(SC(=S)N1CCCC1)C(=O)O (configuration not stated)
  2.5 | 0.3
Cc1ccc(C)c(NC(=O)C(=O)NCCc2c[nH]c3ccccc23)c1
  9.4 | 1.8
O=C(CC1Nc2ccccc2NC1=O)NC1CCCCC1 (configuration not stated)
  20.5 | -0.6
COCCn1c(SCC(=O)NCc2ccc3c(c2)OCO3)nnc1C(C)C
  11.2 | -2.7
O=C(NCCc1ccc(Cl)cc1)C(=O)c1c[nH]c2ccccc12
  5.3 | -1.0
CCN(CC)C(=O)CSc1nc2ccccc2c(=O)n1-c1cccc(OC)c1
  18.5 | -1.1
COc1cccc(NC(=S)N(CCC(C)C)C(C)c2ccncc2)c1 (configuration not stated)
  7.2 | -1.2
CC(C)C(NC(=O)OCc1ccccc1)C(=O)OCC(=O)NC1CC1 (configuration not stated)
  5.7 | -1.2
O=S(=O)(Cc1nc2ccccc2s1)c1ccccc1
  18.4 | -0.3
CCOc1ccccc1OCCCC(=O)NCCc1ccc(S(N)(=O)=O)cc1
  24.3 | 0.1
CN(C)C(=O)CCc1ccc2c3c([nH]c2c1)[C@]1(C)[C@@H](C(=O)N2CCCCC2)C[C@H](CC(=O)NCC24CC5CC(CC(C5)C2)C4)C(=O)N1CC3
  1.4 | nt
Cc1cccc(NC(=S)NNC(=S)NCc2ccccc2)c1
  13.9 | -0.4
O=C1N(c2ccccc2C(F)(F)F)O[C@]1(c1ccccc1)C1CCCCC1
  6.3 | -1.9
O=C(NC(=S)Nc1ccc(S(=O)(=O)Nc2nccs2)cc1)c1ccc(Br)o1
  4.1 | 0.8
COc1ccc(OC)c(S(=O)(=O)Nc2ccc3c(c2)n(C)c(=O)n3C)c1
  10.8 | -1.4
CCCCOc1ccc(/C=C/C(=O)OCC(=O)c2c(N)n(C)c(=O)n(C)c2=O)cc1OCC
  19.2 | -1.0
CCOc1ccc(/C=C2\SC(=S)N(NS(=O)(=O)c3ccc(C)cc3)C2=O)cc1OC
  55.5 | 0.6
Cc1cccnc1NC(=O)COc1ccc2oc3c(c2c1)CCCC3
  15.6 | -0.6
Cc1ccc(Cn2nnc3c(=O)[nH]c(C4CCCN(C(=O)c5ccco5)C4)nc32)cc1 (configuration not stated)
  6.0 | -1.1
CC(C)C(=O)Nc1ccc(-c2nc3ncccc3o2)cc1
  16.8 | -1.9
COc1ccc(N(CN2C(=O)C3C4C=CC(C4)C3C2=O)C(=O)c2ccco2)cc1 (configuration not stated)
  5.7 | 0.6
Cc1ccc(NC(=O)CCc2c(C)nn(-c3ccc(N4CCCCC4)nn3)c2C)cc1F
  14.7 | -0.7
C=CC1C(OC2OC(CO)C(O)C(O)C2O)OC=C(C(=O)OC)C1CC1CC(=O)CC(CC(=O)CCc2ccc(O)cc2)O1 (configuration not stated)
  6.8 | -0.1
CC(C)CNS(=O)(=O)c1ccc(CCC(=O)NCc2ccc(Cl)cc2)cc1
  4.7 | -0.7
O=[N+]([O-])c1ccc(Sc2ncccn2)c([N+](=O)[O-])c1
  66.5* | 1.2
CCn1c(SC)nc2c(c1=O)SC(C)C2 (configuration not stated)
  24.6 | -0.6
CCCNC(=O)CN(C1CCCCC1)S(C)(=O)=O
  0.5 | -1.8
O=C(Cn1c(=O)c2cccn2c2cccnc21)N1CCN(c2ccccc2F)CC1
  10.8 | -2.4
O=C(c1ccc(C(F)(F)F)cc1)N1CCCCC1
  10.3 | -0.8
CCC[C@@H](CN1CCC[C@H]1CN1C(N)=NC[C@H]1CC(C)C)N1C[C@@H]([C@H](C)CC)N(CCCC2CCCC2)C1=N
  1.4 | nt
CC(C)OC(=O)c1c(F)c(F)c(N2CCOCC2)c(F)c1F
  4.6 | -0.4
CC(NC(=O)c1ccc(Br)o1)C1CC2CCC1C2 (configuration not stated)
  29.2 | -1.3
Cc1cc(Oc2ccc(=O)[nH]n2)nc(Cl)n1
  10.5 | -0.5
O=C(Nc1ccccn1)Nc1ccccc1Cl
  7.4 | -3.3
COc1ccc(NC(=O)c2ccccc2N(Cc2ccccc2)S(C)(=O)=O)cc1OC
  3.1 | -0.9
COc1ccccc1CN(C)C(=O)c1cc2ccccc2o1
  15.9 | -0.6
O=C1NC2(CCCC2)Oc2ccccc21
  13.6 | 0.7
COC(=O)c1ccc(CNC(=O)CSc2nc3sc(C)c(C)c3c(=O)n2C)o1
  34.1 | -2.4
O=C(CSc1nnc(Cc2ccccc2)c(=O)[nH]1)Nc1ccccc1
  6.8 | -1.5
Cc1cccc(OCC(=O)N(C)CCc2ccccn2)c1
  4.7 | -0.1
COc1ccc(C2(C(=O)Nc3ccc(OC)cc3OC)CCCC2)cc1
  24.4 | -1.1
COC(=O)c1ccc(Nc2c([N+](=O)[O-])c(=O)oc3ccccc23)cc1
  23.8 | 0.3
CNC(=O)C1(C(F)(F)F)C/C(=C\CCO)CCCO1 (configuration not stated)
  19.1 | 0.5
Nc1ccc(NC(=O)CCN2CCOCC2)cc1
  nt | -0.7
COc1ccccc1N/N=C/c1c(CO)cnc(C)c1O
  25.3 | 1.5
COc1ccc(C(=O)NCCNc2ccccc2[N+](=O)[O-])cc1
  12.3 | -1.1
CC(C)N(CCn1c(SCC(=O)Nc2cccnc2Cl)nc2ccccc2c1=O)C(C)C
  5.0 | 0.0
C#CCO[C@@H]1C[C@H](n2cnc3c(=O)[nH]c(NC(=O)C(C)C)nc32)O[C@@H]1CO
  10.8 | 0.1
Cc1ccccc1C(=O)Nc1ccc(C(=O)N/N=C/c2ccc(F)cc2)cc1
  8.2 | -0.8
CCOc1ccc(NS(=O)(=O)c2ccc(OCC(=O)N3CCCC3)cc2)cc1
  3.4 | -0.7
O=C(CN1CCC(O)(c2ccc3c(c2)OCO3)CC1)N1CCOCC1
  12.2 | 0.2

Next section
Values run as follows: OX1R FRET antag | STK33 kinase inh
CN(C)N1C(N)=C(C#N)C(c2ccc(F)cc2)C2=C1CC(C)(C)CC2=O (configuration not stated)
  3.3 | -2.0
CCOCc1nnc(NC(=O)c2ccc(NC(C)=O)cc2)s1
  15.9 | -1.7
COc1ccc(/C=C(/NC(=O)c2ccco2)C(=O)N2CCOCC2)cc1
  14.8 | -1.7
Cn1c(SCC(=O)NCc2ccco2)nnc1C1CCCC1
  3.7 | -4.9
CNC(=S)N/N=C/c1c(C)c(C(=O)c2ccc(F)cc2)n2ccccc12
  10.9 | -0.9
CCC(=O)Nc1ccc(C(=O)NCc2ccccn2)cc1
  11.5 | 1.0
COC(=O)C(Cc1ccc(OC(=O)c2ccc(C(F)(F)F)cc2)cc1)N1Cc2ccccc2C1=O (configuration not stated)
  10.7 | -0.9
CCOc1ccc(C(=O)Nc2ccc(Cl)cn2)cc1Cl
  19.2 | -0.4
O=C1C=C(c2cccc(Br)c2)C[C@@H](c2ccc3c(c2)OCO3)C1
  -3.2 | -3.6
Cc1cc(C)nc(NS(=O)(=O)c2ccc(NC(=S)NC(=O)C(C)(C)C)cc2)n1
  17.9 | -0.6
CC1Cc2cc(S(=O)(=O)NCCc3ccccc3)ccc2N1C(=O)C1CC1 (configuration not stated)
  26.1 | 0.1
CCOc1ccc(NC(=O)Cc2nnc(SCC(=O)N3CCOCC3)n2C)cc1
  17.2 | -0.4
Cc1ccc2c(c1)[C@@H]1[C@H](CO2)[C@H](c2ccccc2)[C@]2(C)C(=O)N[C@H](C)C(=O)N12
  8.5 | 0.0
COc1ccc(N(C(=O)Cc2cccs2)C(C(=O)NC2CCCC2)c2ccncc2)cc1 (configuration not stated)
  12.1 | -1.3
CCCC1CC(c2csc(N)n2)CCO1 (configuration not stated)
  27.8 | -0.1
O=C(CSc1ccccc1)N1CCC(N2CCC(C(=O)N3CCCC3)CC2)CC1
  11.4 | -0.2
CN(C)c1ccc(C(=O)OCC(=O)NCCCc2ccccc2)cc1
  0.2 | -1.0
COC(=O)CCCC1=CC2=C(c3ccccc3)C(=O)C(C)(OC(=O)C3CCCC3)C(=O)C2=CN1CC1CC1 (configuration not stated)
  36.7 | -1.5
O=C(NC1CCCC1)C(c1ccc(Cl)cc1)N1CCc2ccccc21 (configuration not stated)
  -0.2 | -1.6
O=C(N/N=C1/CC2CCC1C2)c1cc2ccccc2cc1O (configuration not stated)
  5.0 | 0.4

5 records drawn at random from those above:
Values run as follows: OX1R FRET antag | STK33 kinase inh
CCOc1ccc(/C=C2\SC(=S)N(NS(=O)(=O)c3ccc(C)cc3)C2=O)cc1OC
  55.5 | 0.6
Cc1ccc(Cl)cc1N1CCN(C(=O)C2CCN(S(C)(=O)=O)CC2)CC1
  12.3 | 9.0
CCN(CC)C(=O)CSc1nc2ccccc2c(=O)n1-c1cccc(OC)c1
  18.5 | -1.1
Cc1ccc(C)c(NC(=O)C(=O)NCCc2c[nH]c3ccccc23)c1
  9.4 | 1.8
COc1ccccc1CN(C)C(=O)c1cc2ccccc2o1
  15.9 | -0.6

(continued)
Values run as follows: OX1R FRET antag | STK33 kinase inh
OC[C@H]1O[C@H](OCCc2ccc(O)cc2)[C@H](O)[C@@H](O)[C@@H]1O
  2.4 | 0.2
COC(=O)c1nccnc1C(=O)Nc1ccccc1N1CCOCC1
  19.5 | 0.4
COc1cccc(CNC(=O)CCCn2nc(C)c3c(C)n(-c4ccc(C)cc4)nc3c2=O)c1OC
  13.8 | 0.0
O=C(Nc1ccccc1Cl)C1CCCN(S(=O)(=O)c2ccc(F)cc2)C1 (configuration not stated)
  15.5 | -2.0
COc1ccc(N2CCN(C(=O)CCc3nc(-c4ccc(C)cc4)no3)CC2)cc1
  11.1 | nt
CCOc1nc(-c2ccccc2)ccc1-c1noc(COC)n1
  17.8 | -1.2
O=C1c2ccccc2NC2(CCCC2)N1N=C1CCCC1
  7.5 | -3.6
COc1ncnc2c1ncn2CC1COC(C)(C)O1 (configuration not stated)
  5.7 | -0.3
Cc1ccc(NC(=O)c2cccc(S(=O)(=O)N3CCc4ccccc4C3)c2)nc1
  39.1* | 7.2
COc1ccccc1NC(=O)CSc1ccc(-c2ccco2)nn1
  12.4 | -1.4
CC(C)C(c1nnnn1C1CCCC1)N1c2ccccc2CC1C (configuration not stated)
  15.2 | -1.6
Cc1oc2cc3c(C(=O)N4CCCCC4)c(C)oc3cc2c1C(=O)N1CCCCC1
  27.4 | -1.5
COc1ccc(CNC(=O)c2cc(-c3ccccc3O)n[nH]2)cc1
  13.5 | nt
COc1cccc(OCCCCN2CCCCC2)c1
  3.1 | 5.1
CCN1CCN(CCC(=O)Nc2ccccc2)CC1
  nt | -3.4
N#Cc1ncc(C(F)(F)F)cc1Sc1ccccc1N
  23.3 | -1.3
Cc1c(Br)ccc(NC(=O)COc2ccccc2C(N)=O)c1C
  1.9 | -0.8
O=C(Nc1ccc2nc(-c3ccccn3)[nH]c2c1)C1CCCCC1
  19.8 | 2.1
CCC1CCCCN1Cc1ccc(OC)c(C)c1C (configuration not stated)
  6.1 | 0.0
CC(O)C(=O)N/N=C/c1ccccc1C(=O)O (configuration not stated)
  7.0 | -0.6
COCCN1C(=O)N[C@@H](c2ccccc2)[C@H](C(C)=O)[C@H]1C
  29.6 | -0.1
CCOc1ccccc1NC(=O)/C(C#N)=C/c1c(C)nn(-c2ccccc2)c1Cl
  19.7 | -0.3
COC(=O)c1[nH]c2ccccc2c1NC(=O)CN1CCCCCC1
  7.2 | -0.3
CCCCC(=O)Nc1ccc(C(=O)Nc2ccc(S(=O)(=O)Nc3ccc(C)cc3)cc2)cc1
  8.4 | -0.2
Cc1[nH]c2ccc(C(=O)NCC(C)(C)N3CCOCC3)cc2c1C
  20.6 | -1.2
COC(=O)C1=C(C)n2cnnc2NC1c1ccc(Cl)cc1 (configuration not stated)
  14.2 | 0.9
COc1ccccc1NC(=O)Cn1nc(-c2ccc(Cl)cc2)c2ccccc2c1=O
  38.1 | 0.0
CCNC(=O)NC(=O)CSc1ccc2ccccc2c1
  10.2 | -2.1
COc1cc(NC(=O)C2CC(=O)NC3=C2C(=O)CCC3)c(OC)cc1Cl (configuration not stated)
  8.2 | -1.4
Cc1nnc(SC(C)C(=O)NCC2CCCO2)n1-c1ccccc1 (configuration not stated)
  3.6 | -0.3
S=c1[nH]nc(CSc2nc3ccccc3s2)n1Cc1ccccc1
  15.2 | 0.4
COCCNC(=O)c1onc(CSc2cccc(OC)c2)c1C(=O)NCCOC
  1.0 | 1.2
O=C(O)c1ccccc1C(=O)NCCCCCCNC(=O)c1ccccc1C(=O)O
  0.2 | -112.1
O=C(CSC1=NCCN1)NC1CCCCCC1
  5.3 | 1.4
Cc1cccc(C(=O)Nc2cccc(C(=O)NC3CCCC3)c2)c1
  13.7 | 1.6
CN(C(=O)COC(=O)C1CCN(S(=O)(=O)c2ccc3c(c2)OCCO3)CC1)C1CCCCC1
  17.6 | -1.2
O=C1CSC(c2cn(-c3ccccc3)nc2-c2cc3ccccc3oc2=O)N1Cc1ccco1 (configuration not stated)
  11.4 | -0.8
O=C(CCc1nc2ccccc2c(=O)[nH]1)Nc1ccccc1N1CCCC1
  19.5 | -0.4
CCCc1cc(=O)[nH]c(SCC(=O)N(CC)C2CCS(=O)(=O)C2)n1 (configuration not stated)
  22.8 | -0.8
COc1cc(CCC(=O)OCC(=O)Nc2ccc3c(c2)OCO3)cc(OC)c1OC
  12.7 | 0.1

From PubChem
